# RAD52 inh – RAD52 (human) annealing inhibition; 0.46% of 360,000 active; inhibition, % at 18.7 µM; P43351; recombinant RAD52 DNA annealing, FRET fluorescence;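 active = every replicate showing at least 50% inhibition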
# Target sequence (P43351 whole entry, looked up): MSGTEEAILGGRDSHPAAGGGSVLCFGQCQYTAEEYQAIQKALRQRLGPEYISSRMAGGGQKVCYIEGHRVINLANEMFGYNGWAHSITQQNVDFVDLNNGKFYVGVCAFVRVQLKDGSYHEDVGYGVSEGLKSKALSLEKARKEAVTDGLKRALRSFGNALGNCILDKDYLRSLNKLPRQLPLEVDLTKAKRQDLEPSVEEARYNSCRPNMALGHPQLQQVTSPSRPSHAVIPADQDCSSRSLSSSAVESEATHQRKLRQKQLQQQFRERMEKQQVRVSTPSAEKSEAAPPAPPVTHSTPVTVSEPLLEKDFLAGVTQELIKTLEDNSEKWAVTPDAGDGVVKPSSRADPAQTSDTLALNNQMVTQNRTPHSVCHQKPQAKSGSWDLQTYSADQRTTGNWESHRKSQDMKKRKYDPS
# PglD inh – inhibitors of Campylobacter jejuni PglD acetyltransferase; AID 602405; inhibition, % at 12.5 µM; 0.098% of 360,000 active; purified PglD enzyme, DTNB colorimetric CoA detection; in the data active = inhibition above about 16%, passing the limit was not always enough; also: strong numbers were not always called active
# RAD54 inh – blocks human RAD54 Holliday junction branch migration; FAM/BHQ fluorescence; inhibition, % at 10.4 µM; 0.14% of 360,000 active;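 active = mean normalized replicate activity at least 40 and at least half of replicates scoring 40 or more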;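 also: 0% = median of neutral control wells and 100% = median of positive control wells; inhibitors cause a drop in the FAM fluorescence signal; in these data hits start at about 50%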
# E-selectin induc – induces E-selectin expression in human endothelial cells | P16581 | 0.37% of 260,000 active | HUVEC E-selectin immunofluorescence imaging; normalized: neutral wells 0, TNF-alpha wells 100 | activation, % at 7.58 µM | AID 686992;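 active = mean E-selectin-positive cell signal at least 10% of the positive control, reached in at least 60% of replicates, without over 20% cell loss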;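 also: in these data hits start at about 27%; measured in HUVEC primary endothelial cells; signal is the percent of cells scored E-selectin positive by PE staining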
# Target sequence (P16581 whole entry, looked up): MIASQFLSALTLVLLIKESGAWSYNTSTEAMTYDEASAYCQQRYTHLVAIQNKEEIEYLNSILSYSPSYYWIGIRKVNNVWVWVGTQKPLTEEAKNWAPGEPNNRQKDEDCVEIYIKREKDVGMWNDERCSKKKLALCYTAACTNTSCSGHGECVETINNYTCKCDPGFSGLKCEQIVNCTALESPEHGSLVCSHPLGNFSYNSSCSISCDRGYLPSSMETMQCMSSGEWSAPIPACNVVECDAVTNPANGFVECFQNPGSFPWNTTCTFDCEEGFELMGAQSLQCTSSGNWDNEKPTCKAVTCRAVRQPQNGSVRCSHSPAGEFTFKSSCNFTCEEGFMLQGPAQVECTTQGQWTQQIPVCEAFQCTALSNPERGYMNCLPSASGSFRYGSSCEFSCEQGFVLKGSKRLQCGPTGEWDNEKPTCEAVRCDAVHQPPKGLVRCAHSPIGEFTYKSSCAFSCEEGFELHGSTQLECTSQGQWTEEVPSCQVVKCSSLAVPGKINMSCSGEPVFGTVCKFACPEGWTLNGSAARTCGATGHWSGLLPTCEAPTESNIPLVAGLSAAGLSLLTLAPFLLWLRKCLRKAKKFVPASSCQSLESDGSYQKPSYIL
#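 System: HUVEC / Compound: single concentration / Signal: immunofluorescence imaging / Read-out: percent E-selectin-positive cells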
# PGC1a acetyl inh – modulators of PGC1a acetylation; 0.17% of 350,000 active; U2OS PGC1a acetylation, AlphaScreen anti-acetyl-lysine; with virally co-expressed GCN5 acetyltransferase; inhibition, % at 15.6 µM;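 active = every replicate shows inhibition of at least 40%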;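 also: 0% = neutral control wells and 100% = positive control wells; some results beyond the cut were filed as inactive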
# ERAP1 HTS inh – inhibitors of human ERAP1 aminopeptidase; recombinant ERAP1, Leu-AMC fluorescence, 60 min; inhibition, % at 10.7 µM; 0.15% of 340,000 active; AID 652197;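 active = mean replicate inhibition of at least 30%, or all replicates individually reaching that 30% level; inactive = mean below 30% and not every replicate reaching it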;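 also: 0% = neutral control wells and 100% = L-leucinethiol positive control wells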
# miR-122 sensor – inhibitors of miR-122 in Huh7 cells | Huh7 miR-122 Renilla luciferase sensor, 48 h; neutral wells = 0, positive control = 100 | activation (reporter increase), % at 12.5 µM | 0.3% of 340,000 active | AID 602342;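 active = mean replicate activation score at least 90 and every replicate individually at or above 90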;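 also: higher luciferase means less miR-122 activity so hits act as miR-122 inhibitors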
# Cneo AK release – causes C. neoformans cell lysis; adenylate kinase release luminescence, 4 h; normalised: neutral wells 0, clomiphene wells 100; lysis activity, % at 15 µM; 0.2% of 360,000 active; AID 651654;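 active = mean lysis activity across replicates of at least 80%, whatever share of replicates individually reach that level; inactive = mean lysis activity below 80%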
#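 Test system: log-phase Cryptococcus neoformans yeast cells. Input: 5 × 10^6 yeast cells/mL. Medium: fresh YPD growth medium. Doses: single dose. Incubation: static 4 h at 37 °C with compound, 1 h detection. Measured by: luminescent adenylate kinase detection reagent. Read-out: signal increase indicating cell lysis. Benchmarks: Clomiphene.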
# Starred values were filed as active, the others as inactive; / = no result given; & = joins results of further samples; [ ] = dose if it differs, or a comment.
# Each structure is followed by: RAD52 inh, PglD inh, RAD54 inh, E-selectin induc, PGC1a acetyl inh, ERAP1 HTS inh, miR-122 sensor, Cneo AK release
c1ccc(-c2n[nH]c3ccccc23)cc1
  -6, -1, -5, /, 6, 0, /, -1
COc1ccc(N2CCN(S(=O)(=O)CCNS(=O)(=O)c3ccccc3)CC2)cc1
  -1, 7, -14, 0.0, 3, 0, -3, -1
O=C(N/N=C/c1ccoc1)c1ccccc1Br
  -1, 0, -3, -0.5, /, -1, -2, 2
Cc1ccccc1Nc1n[nH]c(=S)s1
  -18, 1, 8, -0.4, -10, 4, -5, 1
COc1ccc(NC(=S)N(CCN2CCCCC2)Cc2ccco2)cc1
  -39, -6, 5, 11, /, -6, -5, 0
CC(=O)NCCOc1ccc(C(=O)O)cc1
  /, -2, -9, /, -2, /, -2, -3
Cc1ccc(S(=O)(=O)CC(=O)Nc2ncc([N+](=O)[O-])s2)cc1
  -16, -4, 3, -0.1, /, 3, 1, 1
Cc1nn(-c2ccccc2)c(Cl)c1/C=N/NC(=O)c1ccccc1F
  -13, -4, -3, /, -1, -1, 8, -3
O=C(COc1ccccc1)OC(C(=O)c1ccccc1)c1ccccc1 (stereo not given)
  -12, 0, -1, -0.2, 7, -2, -14, 3
CCOc1ccc(NC(=O)Cc2ccc(S(=O)(=O)N3CCCCC3)cc2)cc1OCC
  -17, 9, 4, -0.3, 12, -2, -3, -2
COc1ccc(/C=N/N=C(\N)c2nonc2N)cc1OC
  1, /, /, 3.5, -2, 4, /, /
O=C(Nc1ccccc1)Nc1cccc2ccccc12
  -21, -3, -8, -0.4, 6, /, 1, -3
C=CCCC(=O)Nc1nc(C)c(-c2csc(Nc3cc(OC)ccc3OC)n2)s1
  -10, -3, -1, 0.4, -1, -3, 29, -1
CCC(=O)N/C(=N/c1nc(C)cc(C)n1)Nc1ccc(C)cc1
  -1, -7, 2, /, /, 2, -5, 4
CCc1cccc2c(C(=O)COC(=O)c3cnc(C)cn3)c[nH]c12
  -10, -8, 11, /, /, 0, /, -2
O=C(C[C@H]1CC[C@@H]2[C@H](COC[C@H](O)CN2Cc2cc(F)ccc2F)O1)N[C@@H]1CCN(Cc2ccccc2)C1
  3, -1, 9, 0.1, -4, -3, -8[16.7 µM], 2
O=C(C(=O)N1CCN(c2cccc(Cl)c2)CC1)c1cn(CC(=O)N2CCOCC2)c2ccccc12
  -13, 2, -3, /, -10, 3, -3, 1
COc1cc2c(cc1OC)C(C(=O)O)C(c1ccc(C)o1)N(C)C2=O (stereo not given)
  /, -2, -7, /, -18, /, -9, -1
CCCc1nc(-c2ccccc2O)n(-c2ccccc2)n1
  /, -5, 3, /, 7, /, 6, 1
COc1cccc(NC(=O)Nc2nc(SC)ns2)c1
  -5, -5, 12, 0.2, 21, 2, 1, -2
COc1ccc(NS(=O)(=O)c2ccc(F)c(Cl)c2)cn1
  -61, 0, -15, /, /, -2, 3, 3
O=C(Nc1nncs1)c1cc(-c2ccco2)nc2ccccc12
  -33, -5, 19, 0.3, 17, 2, -1, 1
C/C(=N\NC(=O)c1ccn(C)n1)c1ccco1
  -17, /, /, -0.1, /, -1, 0, /
Cc1noc(C)c1CSCC(=O)Nc1cc(Cl)ccc1N1CCOCC1
  -3, -6, -4, -0.2, 4, 1, /, -3
COCC(=O)N1C[C@H](C)[C@H](OC)CN(C)C(=O)c2cc(NC(=O)Nc3ccccc3)ccc2OC[C@H]1C
  -2, 2, 17, 1.9, -5, 1, 5[16.7 µM], 4
O=C(CSc1ccccn1)Nc1cccc2ccccc12
  -4, 2, -3, 0.2, 2, 88*, 3, -3
CCC(=O)N1c2ccc(S(=O)(=O)CCC(=O)N3CCN(c4ccccc4)CC3)cc2CC1C (stereo not given)
  /, -2, 3, /, 4, /, -1, 0
CO[C@@H]1CC[C@@H]2CCN(C)C(=O)C[C@@H](c3ccccc3)CN(C)C(=O)c3cc(C#N)ccc3OC[C@H]1O2
  -2, -2, 0, 0.1, /, 2, /, 0
Cc1cc(C)nc(SCC(=O)Nn2cnnc2)n1
  /, -1, -11, /, 2, /, -13, -1
O=C(c1cccnc1)N1CC[C@@H]2[C@H]1c1cc(C#Cc3cccnc3)ccc1N[C@@H]2CO
  -16, 0, -6, -0.8, 6, 2, 3[16.7 µM], 7

# Further results follow.
# Each structure is followed by: RAD52 inh, PglD inh, RAD54 inh, E-selectin induc, PGC1a acetyl inh, ERAP1 HTS inh, miR-122 sensor, Cneo AK release
CN1CCN(NC(=O)c2cc(Br)ccc2Cl)CC1
  -14, 3, 9, /, 1, 1, -2, 2
O=C([C@@H]1[C@@H](CO)[C@@H]2Cn3c(cccc3=O)[C@@H]2N1CCC(F)(F)F)N1CCCCC1
  -11, -1, 12, -0.1, /, -2, /, 102*
O=C(CCc1nnc2ccc(N3CCCC3)nn12)Nc1ccc(F)c(F)c1
  -14, 6, 4, /, -3, 0, -1, -1
COc1ccc(/C=C/C(=O)c2cccc(-n3cnnn3)c2)cc1O
  -19, 7, -9, /, /, 1, /, 0
OCCOCCN1CCN(C2=Nc3ccccc3Sc3ccccc32)CC1
  -4&14, 0&4, -3&1, 0.0&1.9, -6&0, -4&1, 8&-1, -1&0
OCC[C@@H]1C[C@H](O)[C@@H](O)[C@@]2(OCCc3ccccc32)O1
  /, 4, -13, /, 2, /, -5, -1
COc1cc(SC)ccc1C(=O)Nc1ccc2c(c1)OCCO2
  -10, -2, -6, /, -14, 7, -2, -30
COc1ccc(OC)c(NC(=O)CCCSc2ccccc2)c1
  -9, -1, 0, /, /, -4, -2, -4
COc1ccc(CCN(C)Cc2c(O)ccc3ccccc23)cc1OC
  -16, -1, -10, 0.1, 1, -4, 5, 24
Cc1cccc(-n2cc(-c3ccccc3)c3c(=O)[nH]cnc32)c1
  /, -3, 2, /, /, /, 8, 0
OCCN1CCN(CCOc2cccc(Cl)c2)CC1
  /, 0, -22, /, -14, /, 2, 10
COc1ccc(NC(=O)c2ccc3nc[nH]c3c2)c(OC)c1
  -6, /, /, 0.4, 8, 0, /, /
C[C@@H]1CCCCO[C@@H](CN(C)C)[C@H](C)CN([C@H](C)CO)C(=O)c2cc(NC(=O)Nc3ccc(C(F)(F)F)cc3)ccc2O1
  50*, -1, 4, /, -3, 1, -2[16.7 µM], 6
N#C/C(=C/c1ccc(N2CCCCC2)o1)C(=O)NCCc1c[nH]c2ccccc12
  -88, /, /, -0.1, /, 4, -13, /
O=C(O)c1cccc(NC(=O)c2cccc(S(=O)(=O)N3CCCCC3)c2)c1
  /, 4, -5, /, 8, /, 0, 2
O=C(Nc1nc(-c2ccccc2)cs1)c1ccc(=O)[nH]c1
  -46, /, /, 1.3, -1, 2, /, /
Cc1cc(C(F)(F)F)n2nc(-c3sccc3-n3cccc3)cc2n1
  /, -2, -13, /, 4, /, 14, -1
CCN(CC)S(=O)(=O)c1ccc(C(=O)Nc2cc(C)cc(C)c2)cc1
  /, 0, -1, /, /, /, -5, -2
Cc1cc(C)c(S(=O)(=O)c2cc(F)ccc2C)c(=O)[nH]1
  -14, 0, -2, 0.6, 5, 0, -1, 0
CCNCc1cc(Br)c(OCC(=O)Nc2ccccc2)c(OC)c1
  /, -7, 0, /, -7, /, -26, -1
COCCCn1c(=O)/c(=C\c2ccccc2OC(F)F)s/c1=C(/C#N)C(N)=O
  -53, 5, -11, 38*, 6, 2, 167*, 3
C[C@@H]1CNC(=O)c2c(C(=O)Nc3ccc(CNC(=O)OC(C)(C)C)cc3)ncn21
  -6, -2, 7, 0.0, /, -2, 5, 1
CCCC(=O)Nc1ccc2c(c1)OC[C@@H](C)N(Cc1ccncc1)C[C@H](C)[C@H](OC)CN(C)C2=O
  19, 0, -7, -0.1, /, 3, -14[16.7 µM], 44
Cc1c(Cl)cccc1NCC(=O)NN=C1CCCC1
  -7, 1, -3, -0.1, 15, -3, -4, 0
COc1cccc(C(c2c(NC(=O)c3ccco3)sc(C)c2C)N2CCOCC2)c1 (stereo not given)
  -13, -3, -1, /, 8, 6, -1, -1
O=C(O)C1C2CCC(C2)C1C(=O)Nc1cccc([N+](=O)[O-])c1 (stereo not given)
  0, 7, -15, 0.0, -10, -5, -5, -2
O=S(=O)(N[C@@H]1CC[C@H](CCn2cc(C3CC3)nn2)O[C@@H]1CO)c1ccc(Cl)cc1
  -2, -4, -8, 0.2, -2, 1, /, 5
Cc1ccc(N=Nc2c(C)[nH]n(-c3ccccc3)c2=O)cc1Br
  -4, 4, -10, /, -7, 0, 0, 0
COc1ccc(S(=O)(=O)Nc2ccc3c(c2)C(=O)N([C@H](C)CO)C[C@H](C)[C@H](CN(C)S(=O)(=O)c2cn(C)cn2)O3)cc1
  -9, -1, 0, -1.1, 2, 3, -2[16.7 µM], 1
CCOc1ccc(CN(C)c2ccc(S(=O)(=O)N3CCN(C)CC3)cc2[N+](=O)[O-])cc1OC
  1, -2, -8, /, 4, 4, -6, 0

# Ordered by molar mass (largest number first): 3 of the compounds above.
# Each structure is followed by: RAD52 inh, PglD inh, RAD54 inh, E-selectin induc, PGC1a acetyl inh, ERAP1 HTS inh, miR-122 sensor, Cneo AK release
CCNCc1cc(Br)c(OCC(=O)Nc2ccccc2)c(OC)c1
  /, -7, 0, /, -7, /, -26, -1
CN1CCN(NC(=O)c2cc(Br)ccc2Cl)CC1
  -14, 3, 9, /, 1, 1, -2, 2
COc1ccc(OC)c(NC(=O)CCCSc2ccccc2)c1
  -9, -1, 0, /, /, -4, -2, -4

# Further structures follow.
# Each structure is followed by: RAD52 inh, PglD inh, RAD54 inh, E-selectin induc, PGC1a acetyl inh, ERAP1 HTS inh, miR-122 sensor, Cneo AK release
CCCCNC(=O)c1cc(-c2ccc(OC)cc2)on1
  /, -3, 0, /, -16, /, -4, -2
Cc1cccc(NC(=O)c2ncn3c2C(=O)N[C@H](C)C3)c1
  -9, 0, -5, -0.1, 1, 1, -3, 0
O=C(c1ccco1)N1CCN(C(c2ccccc2)c2nnnn2Cc2cccs2)CC1 (stereo not given)
  /, 0, -4, /, 1, /, 58, 0
C[C@H]1CN([C@@H](C)CO)C(=O)c2cccc(NC(=O)c3cnccn3)c2O[C@@H]1CN(C)C(=O)Nc1cccc2ccccc12
  -12, 2, -3, 0.2, 8, 1, -6[16.7 µM], -1
Cc1cccc(N2CC(C(=O)O)CC2=O)c1C (stereo not given)
  -6, /, /, 2.3, /, -2, -8, /
CCCN1C(=O)C2(/C(=C(\O)c3ccc4c(c3)OCCO4)C(=O)C(=O)N2CCCOC)c2ccccc21 (stereo not given)
  -20, /, /, /, 7, 0, 1, /

# Whole records from above. Screens in order: RAD52 inh, PglD inh, RAD54 inh, E-selectin induc, PGC1a acetyl inh, ERAP1 HTS inh, miR-122 sensor, Cneo AK release
# CCCN1C(=O)C2(/C(=C(\O)c3ccc4c(c3)OCCO4)C(=O)C(=O)N2CCCOC)c2ccccc21 (stereo not given) is listed with -20, /, /, /, 7, 0, 1, /
# Cc1cccc(NC(=O)c2ncn3c2C(=O)N[C@H](C)C3)c1 is listed with -9, 0, -5, -0.1, 1, 1, -3, 0
# C[C@H]1CN([C@@H](C)CO)C(=O)c2cccc(NC(=O)c3cnccn3)c2O[C@@H]1CN(C)C(=O)Nc1cccc2ccccc12 is listed with -12, 2, -3, 0.2, 8, 1, -6[16.7 µM], -1
# CCCCNC(=O)c1cc(-c2ccc(OC)cc2)on1 is listed with /, -3, 0, /, -16, /, -4, -2
# O=C(c1ccco1)N1CCN(C(c2ccccc2)c2nnnn2Cc2cccs2)CC1 (stereo not given) is listed with /, 0, -4, /, 1, /, 58, 0

# Bioassay records (PubChem)
